Compound activity: PubChem BioAssay, several laboratories
Bim-Mcl-1: inhibitors of Bim-Mcl-1 interaction, human; Bead-based flow cytometry, Bim peptide-Mcl-1 binding; inhibition, % at 10 µM; 190,000 compounds, 0.1% hits; Q07820;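 further: 0% = no compound tracer wells and 100% = peptide blocker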
Bcl-W Bim block: human Bim-Bcl-W interaction inhibition. Q92843. bead-based flow cytometry, Bim peptide-Bcl-W binding. inhibition, % at 10 µM. 190,000 compounds, 0.02% hits;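 further: 0% = bound tracer without compound and 100% = peptide blocker; higher means less fluorescent Bim peptide bound to Bcl-W beads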
Target sequence (Q92843 whole entry, looked up): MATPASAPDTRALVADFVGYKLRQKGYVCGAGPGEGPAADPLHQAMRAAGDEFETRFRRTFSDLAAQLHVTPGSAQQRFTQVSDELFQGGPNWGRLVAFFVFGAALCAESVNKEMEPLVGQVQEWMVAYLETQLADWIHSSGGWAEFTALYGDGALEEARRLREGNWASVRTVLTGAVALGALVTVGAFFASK
Mcl1 Noxa PPI: disrupts binding of human Mcl-1 to Noxa peptide; Q07820; TR-FRET Mcl-1/Noxa peptide binding, 2 h; inhibition, % at 21.7 µM; 220,000 compounds, 1.5% hits;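 active means compounds that cut the protein-peptide binding signal by more than 50% relative to plate controls in a single-dose test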;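 further: His-tagged Mcl-1 with rhodamine Noxa BH3 peptide and terbium anti-His antibody; 0% = Mcl-1 plus Noxa peptide wells and 100% = peptide-only wells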
Bim-Bcl-2: disrupts Bim peptide binding to human Bcl-2 | P10415 | Bead-based flow cytometry, Bim peptide-Bcl-2 binding | inhibition, % at 10 µM | 190,000 compounds, 0.06% hits | AID 950; in the data active means inhibition above about 40%; inconclusive means no clear call, values can overlap the other calls;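 further: 0% = no compound wells with probe peptide and 100% = reference peptide inhibitor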
Target sequence (P10415 whole entry, looked up): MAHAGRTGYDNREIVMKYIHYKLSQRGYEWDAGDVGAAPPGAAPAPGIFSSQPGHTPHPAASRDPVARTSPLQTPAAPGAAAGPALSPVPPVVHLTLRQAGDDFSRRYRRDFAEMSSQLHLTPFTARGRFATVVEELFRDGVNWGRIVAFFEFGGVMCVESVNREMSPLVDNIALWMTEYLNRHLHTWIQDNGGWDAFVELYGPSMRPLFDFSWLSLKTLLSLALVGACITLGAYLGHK
Bfl-1 Bim block: disrupts Bim binding to human Bfl-1; Q16548; Bead-based flow cytometry, Bim-Bfl-1 binding inhibition; inhibition, % at 10 µM; 190,000 compounds, 0.12% hits; AID 1008;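 further: 0% = wells without compound plus tracer and 100% = blocker peptide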
Mcl1-Bid inh: Mcl-1/Bid interaction inhibition; 220,000 compounds, 0.97% hits; AID 1021; inhibition, % at 21.7 µM; TR-FRET Mcl-1/Bid-Dy647 peptide binding, 1536-well;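 active means compounds that cut the binding signal by more than half at the single screening dose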;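 further: His-tagged Mcl-1 with europium anti-His antibody binding Bid BH3 peptide; 0% = Mcl-1 plus peptide wells and 100% = peptide-only wells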
Bim-Bcl-B: disrupts Bim peptide binding to human Bcl-B; Q9HD36; bead-based flow cytometry; inhibition, % at 10 µM; 190,000 compounds, 0.073% hits; AID 951;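 further: 0% = tracer peptide without compound and 100% = reference inhibitor peptide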
RGS7-Gao reg: human RGS7-Galphao interaction regulation; 220,000 compounds, 0.35% hits; Multiplexed bead flow cytometry, RGS7-Galphao binding; actives lie on both sides; binding response (% of control), % at 10 µM; P09471; in the data active means binding response below about 49% or above about 150%; inconclusive means no clear call, values can overlap the other calls; inactive means in between;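 further: fluorescent Galphao held in activated GDP-AlF4 state binding bead-coupled RGS7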
Target sequence (P09471 whole entry, looked up): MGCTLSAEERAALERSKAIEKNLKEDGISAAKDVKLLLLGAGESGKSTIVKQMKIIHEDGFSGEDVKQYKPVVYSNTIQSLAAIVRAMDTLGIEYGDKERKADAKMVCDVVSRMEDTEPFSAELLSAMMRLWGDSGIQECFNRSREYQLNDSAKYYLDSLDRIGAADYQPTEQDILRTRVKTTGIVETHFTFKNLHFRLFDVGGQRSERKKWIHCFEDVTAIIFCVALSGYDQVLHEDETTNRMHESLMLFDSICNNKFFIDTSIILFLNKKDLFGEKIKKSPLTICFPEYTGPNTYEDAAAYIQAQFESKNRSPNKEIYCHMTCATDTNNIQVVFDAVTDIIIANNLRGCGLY
RGS4-Gao reg: human RGS4-Galphao interaction regulation. binding response (% of control), % at 10 µM. Multiplexed bead flow cytometry, RGS4-Galphao binding; actives lie on both sides. 220,000 compounds, 0.33% hits. P09471; in the data active means binding response below about 49% or above about 150%; inactive means in between;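 further: fluorescent Galphao activated with aluminum fluoride binding bead-coupled RGS4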
Bcl-XL Bim block: human Bim-Bcl-XL interaction inhibition; Q07817; Bim peptide-Bcl-XL binding, bead flow cytometry, fluorescence; inhibition, % at 10 µM; 190,000 compounds, 0.04% hits
Target sequence (Q07817 whole entry, looked up): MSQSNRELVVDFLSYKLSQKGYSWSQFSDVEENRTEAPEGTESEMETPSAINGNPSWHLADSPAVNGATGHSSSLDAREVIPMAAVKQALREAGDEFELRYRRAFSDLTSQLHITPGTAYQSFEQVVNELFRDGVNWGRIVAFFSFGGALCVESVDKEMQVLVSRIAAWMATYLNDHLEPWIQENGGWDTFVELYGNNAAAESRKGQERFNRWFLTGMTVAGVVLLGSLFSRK
RGS8-Gao reg: regulators of human RGS8-Galphao interaction; P09471; multiplexed bead flow cytometry, RGS8-Galphao binding; actives lie on both sides; response (percent of control binding), % at 10 µM; 220,000 compounds, 0.34% hits; in the data active means response below about 60% or above about 140%; inactive means in between;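 further: Galphao activated as the GDP aluminium fluoride complex binding bead-coupled RGS8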
The depositor's hits bear a star; u = inconclusive; x = no result given. Unless noted, no stated cut-off is given here; in the data, active means inhibition above about 40%.

Field names – A = Bim-Mcl-1; B = Bcl-W Bim block; C = Mcl1 Noxa PPI; D = Bim-Bcl-2; E = Bfl-1 Bim block; F = Mcl1-Bid inh; G = Bim-Bcl-B; H = RGS7-Gao reg; I = RGS4-Gao reg; J = Bcl-XL Bim block; K = RGS8-Gao reg
O=C(Cn1nc(-c2ccccc2)ccc1=O)Nc1ccc(N2CCN(C(=O)c3ccccc3)CC2)cc1
  A: 1	B: -5	C: 15	D: -12	E: -9	F: -32	G: -3	H: 100	I: 97	J: -10	K: 101
CCCSc1nnc(Cc2cc(=O)[nH]c(=O)[nH]2)n1-c1cc(C)ccc1C
  A: -4	B: -6	C: -9	D: -2	E: -1	F: -14	G: -8	H: 98	I: 97	J: -4	K: 98
CCCCNc1c(N2CCN(C(=O)OCC)CC2)c(=O)c1=O
  A: -2	B: 0	C: 6	D: -7	E: -12	F: -27	G: -8	H: 104	I: 104	J: -4	K: 104
CN(C(=O)Nc1ccc(Cl)cc1Cl)C1CCCC1
  A: 0	B: 0	C: -4	D: 0	E: -3	F: -50	G: -4	H: 96	I: 97	J: 0	K: 95
COC(=O)CNC(c1ccccc1)c1cc(C)ccc1NS(=O)(=O)c1ccc(C)cc1 (centres undefined)
  A: -1	B: -1	C: 1	D: 3	E: -3	F: 11	G: 0	H: 102	I: 104	J: -1	K: 104
N#C/C(=C\C1=C(N2CCOCC2)C(=C\c2ccc(Cl)cc2)/CC1)C(=O)Nc1ccccc1F
  A: 2	B: 0	C: 45	D: 3	E: 0	F: 62*	G: -7	H: 102	I: 101	J: -4	K: 94
O=C(CC1(O)C(=O)c2ccccc2C1=O)c1ccccc1
  A: -5	B: -3	C: 23	D: -2	E: -3	F: -1	G: -11	H: 101	I: 102	J: -8	K: 105
COC(=O)[C@@H]1C[C@@]2(O)[C@H](O)[C@H](O)[C@H](O)C[C@H]2N1Cc1ccc(C)s1
  A: x	B: x	C: 8	D: x	E: x	F: -26	G: x	H: u	I: 100	J: x	K: 99
CC1CCCN(S(=O)(=O)c2ccc3c(c2)n(C)c(=O)c(=O)n3C)C1 (centres undefined)
  A: x	B: x	C: 3	D: x	E: x	F: -28	G: x	H: u	I: 103	J: x	K: 103
COc1cnn(-c2ccc(C)cc2)c(=O)c1SCc1ccccc1
  A: -5	B: -5	C: -148	D: -10	E: -21	F: -27	G: -12	H: 101	I: 102	J: -8	K: 101
CC(C)(C)NCc1cc(Br)ccc1OCc1cccs1
  A: 15	B: 1	C: 7	D: -1	E: -4	F: -11	G: -3	H: 100	I: 100	J: -4	K: 98
CC(c1nccs1)N(C)C(=O)CCc1nnc(CCc2ccccc2)o1 (centres undefined)
  A: -8	B: -5	C: 1	D: -6	E: -7	F: 3	G: -3	H: 99	I: 98	J: -10	K: 101
COc1ccc(/C=N/Nc2nncc3ccccc23)cc1
  A: -9	B: -8	C: 3	D: -5	E: -9	F: -8	G: -5	H: 99	I: 99	J: -8	K: 105
CCOc1ccc(/C=N/n2c(C)nnc2C)cc1OC
  A: -4	B: -1	C: -9	D: 4	E: 5	F: -22	G: 5	H: 115	I: 107	J: 0	K: 128
CCC(C)[C@H](NC(=O)N1CCCC1)C(=O)O (some centres undefined)
  A: -1	B: -2	C: 2	D: -9	E: -9	F: 9	G: -7	H: 112	I: 105	J: -7	K: 116

Quoted from the listing.
CCOc1ccc(/C=N/n2c(C)nnc2C)cc1OC | Bcl-W Bim block: -1
COC(=O)CNC(c1ccccc1)c1cc(C)ccc1NS(=O)(=O)c1ccc(C)cc1 (centres undefined) | Mcl1-Bid inh: 11

Returning to the listing; the 2 compounds before the break are reprinted first.
Field names – A = Bim-Mcl-1; B = Bcl-W Bim block; C = Mcl1 Noxa PPI; D = Bim-Bcl-2; E = Bfl-1 Bim block; F = Mcl1-Bid inh; G = Bim-Bcl-B; H = RGS7-Gao reg; I = RGS4-Gao reg; J = Bcl-XL Bim block; K = RGS8-Gao reg
CCOc1ccc(/C=N/n2c(C)nnc2C)cc1OC
  A: -4	B: -1	C: -9	D: 4	E: 5	F: -22	G: 5	H: 115	I: 107	J: 0	K: 128
CCC(C)[C@H](NC(=O)N1CCCC1)C(=O)O (some centres undefined)
  A: -1	B: -2	C: 2	D: -9	E: -9	F: 9	G: -7	H: 112	I: 105	J: -7	K: 116
O=C(O)CCNS(=O)(=O)c1cccc(Br)c1
  A: x	B: x	C: -5	D: x	E: x	F: 21	G: x	H: u	I: 98	J: x	K: 97
CCN1C(=O)/C(=C/C=C2\C=CN(CC)c3ccccc32)SC1=S
  A: 6	B: 21	C: 64*	D: 23	E: 50*	F: 49	G: -11	H: 102	I: 98	J: 10	K: 90
CC(=O)NC1=NN(c2ccccc2)C(=O)C1
  A: 0	B: -3	C: 7	D: 1	E: -1	F: -65	G: -1	H: 99	I: 102	J: 0	K: 98
CCCc1nc2ccccc2c(=O)n1-c1ccc(C(=O)OCC)cc1
  A: 0	B: 1	C: 14	D: 0	E: -1	F: 11	G: 0	H: 98	I: 101	J: 3	K: 109
CCOC(=O)c1ccc(N2Cc3ccccc3C2=NC(=O)c2ccncc2)cc1
  A: 0	B: 0	C: 4	D: 0	E: -2	F: -9	G: -9	H: 101	I: 98	J: 0	K: 100
O=C(NCCc1ccccc1)c1c(F)cccc1F
  A: 0	B: -1	C: -13	D: -1	E: -4	F: -29	G: -2	H: 103	I: 102	J: -1	K: 101
CC(=O)Oc1ccc(C(=O)Nc2cc(C)ccc2NC(=O)COc2ccccc2)cc1
  A: 0	B: -2	C: 6	D: 0	E: -1	F: -3	G: -2	H: 101	I: 102	J: -3	K: 100
O=C(c1ccc2c(c1)OCO2)C1CCCN(C(=O)Nc2ccc(F)cc2F)C1 (centres undefined)
  A: -4	B: -2	C: 6	D: -11	E: -8	F: 0	G: -4	H: 105	I: 102	J: -8	K: 102
CC(C)[C@H](NS(=O)(=O)c1ccccc1)C(=O)OCn1nnc2ccccc2c1=O
  A: -6	B: -2	C: 14	D: -11	E: -21	F: -26	G: -10	H: 100	I: 102	J: -7	K: 102
CCN(CC)S(=O)(=O)c1ccc(NN=C2CCN(C(C)C)CC2)c([N+](=O)[O-])c1
  A: x	B: x	C: 25	D: x	E: x	F: -30	G: x	H: u	I: 111	J: x	K: 107
O=C(COC(=O)c1ccc(Cl)cc1O)NC(=O)C1CCCCC1
  A: 0	B: 0	C: 8	D: -1	E: -6	F: -6	G: -6	H: 99	I: 102	J: 0	K: 102
O=C(Cn1cc(SCc2ccc(F)cc2)c2ccccc21)N1CCOCC1
  A: -5	B: -8	C: -7	D: -8	E: -8	F: -24	G: -12	H: 100	I: 103	J: -11	K: 100
COc1cccc(-n2nc(C(=O)O)c3ccccc3c2=O)c1
  A: -3	B: -1	C: -19	D: 3	E: -1	F: 5	G: 3	H: 96	I: 97	J: -2	K: 100
Cc1occc1-c1nnc(SCC(=O)N2CCN(c3ccc(F)cc3)CC2)n1C
  A: 0	B: 1	C: 5	D: -8	E: -13	F: -54	G: -7	H: 99	I: 98	J: -2	K: 101
O=C(Nc1ccccc1N1CCCC1)c1cc(Cl)ccc1Cl
  A: 1	B: 0	C: 8	D: 0	E: -2	F: -13	G: -2	H: 101	I: 100	J: -3	K: 100
CCOc1ccc2nc(SCC(=O)N(C)C3CCS(=O)(=O)C3)[nH]c2c1 (centres undefined)
  A: -6	B: -3	C: 7	D: -12	E: -7	F: -50	G: -13	H: 100	I: 97	J: -8	K: 98
Cc1ccc(NCCCCO)cc1C
  A: 0	B: -3	C: -1	D: 3	E: 1	F: -59	G: -1	H: 98	I: 100	J: -2	K: 101
O=C(NC1CCCC1)C(c1ccccc1F)N(C(=O)Cc1cccs1)c1ccc2c(c1)OCCO2 (centres undefined)
  A: -5	B: -5	C: 7	D: -5	E: -10	F: -13	G: -9	H: 104	I: 102	J: -8	K: 102
O=C(N/N=C\c1ccc(Cl)cc1Cl)c1sccc1-n1cccc1
  A: 1	B: 3	C: 17	D: -2	E: 0	F: -15	G: 2	H: 92	I: 91	J: -1	K: 93
COCCCNC(=O)c1ccccc1NS(=O)(=O)c1ccc(C)cc1
  A: 2	B: 4	C: 7	D: -7	E: -13	F: -5	G: -4	H: 104	I: 105	J: -2	K: 103
CCNC(=O)c1ccc(-n2nc(C)cc2-c2ccccc2)cc1
  A: -1	B: 0	C: 7	D: -9	E: -15	F: 18	G: -10	H: 97	I: 100	J: -5	K: 102
Nc1cc(-c2cccc(F)c2)nn1S(=O)(=O)c1cccc2nsnc12
  A: -6	B: -9	C: -12	D: -6	E: -3	F: -8	G: -9	H: 99	I: 99	J: -12	K: 101
COc1ccc(Cn2c(C)nnc2-c2cnn(C)c2N)cc1
  A: 1	B: 1	C: 5	D: -2	E: -1	F: -23	G: 0	H: 98	I: 102	J: 0	K: 97
COC(=O)c1cccc(NC(=O)CSc2ncn[nH]2)c1
  A: 0	B: -1	C: 22	D: -5	E: -4	F: -5	G: -3	H: 103	I: 103	J: -2	K: 100
O=C(c1ccccn1)N(Cc1ccco1)C1(C(=O)NC2CCCC2)CCCCC1
  A: 0	B: 0	C: 7	D: 0	E: -1	F: -3	G: 5	H: 91	I: 97	J: 0	K: 96
Cn1cccc1Cc1nnc(SCC(=O)Nc2ccccc2)n1-c1ccc(F)cc1
  A: -2	B: -6	C: -3	D: -6	E: -6	F: -24	G: -7	H: 103	I: 106	J: -8	K: 105
Cc1cc(C)nc(/N=C(\N)Nc2ccc(C(C)C)cc2)n1
  A: x	B: x	C: 14	D: x	E: x	F: -9	G: x	H: u	I: 101	J: x	K: 103
Cc1oc(-c2ccoc2)nc1CN(CC1CCC(=O)N1)C(C)C (centres undefined)
  A: -3	B: -2	C: -5	D: -1	E: -6	F: -16	G: -3	H: 103	I: 98	J: -1	K: 101
Cc1cc(S(=O)(=O)Nc2ccc(N(C)C)cc2)c(C)s1
  A: 0	B: 2	C: 37	D: -6	E: -3	F: -14	G: -6	H: 96	I: 100	J: -1	K: 96
O=C(COC(=O)c1c2c(nc3ccccc13)/C(=C\c1cccs1)CCC2)Nc1ccccc1Cl
  A: -1	B: 0	C: 15	D: -2	E: 1	F: -20	G: -5	H: 100	I: 101	J: -3	K: 100
Nc1nnc(SCC(=O)Nc2sc3c(c2C(=O)c2ccccc2)CCCC3)s1
  A: -6	B: -2	C: 13	D: -2	E: 0	F: -67	G: -7	H: 97	I: 98	J: -3	K: 100
CC1Cc2ccccc2N1C(=O)COC(=O)CNC(=O)c1ccc(Br)o1 (centres undefined)
  A: -3	B: -2	C: 6	D: -7	E: -6	F: 13	G: -7	H: 100	I: 101	J: -3	K: 99

Outcome played no part in choosing rows, and some 2.7% of all compounds hit somewhere here.
